CHO-K1 Ca ag = counter-screen for M1 agonists: effect in parental CHO-K1 cells; Fluo-8 calcium fluorescence; scaled to maximal ATP response, vehicle zero; 0.48% of 360,000 active; activation, % at 3 µM; in the data active = activation above about 15%;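 note: untransfected CHO-K1 host cells lacking M1 receptor as counterscreen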
M1 ag = human M1 muscarinic receptor agonists, primary screen, Fluo-8 calcium fluorescence, CHO-K1 cells, HTS; Muscarinic acetylcholine receptor M1 (Homo sapiens), P11229; CHO-K1 hM1, agonist mode; 0% DMSO, 100% acetylcholine EC100; activation, % at 3 µM; 0.33% of 360,000 active;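 active = activation above the run's mean compound activation plus 3 SD, cut at about 16% in these data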;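 note: peak over basal fluorescence ratio within a 140 s kinetic read after compound addition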
Target sequence (P11229 whole entry, looked up): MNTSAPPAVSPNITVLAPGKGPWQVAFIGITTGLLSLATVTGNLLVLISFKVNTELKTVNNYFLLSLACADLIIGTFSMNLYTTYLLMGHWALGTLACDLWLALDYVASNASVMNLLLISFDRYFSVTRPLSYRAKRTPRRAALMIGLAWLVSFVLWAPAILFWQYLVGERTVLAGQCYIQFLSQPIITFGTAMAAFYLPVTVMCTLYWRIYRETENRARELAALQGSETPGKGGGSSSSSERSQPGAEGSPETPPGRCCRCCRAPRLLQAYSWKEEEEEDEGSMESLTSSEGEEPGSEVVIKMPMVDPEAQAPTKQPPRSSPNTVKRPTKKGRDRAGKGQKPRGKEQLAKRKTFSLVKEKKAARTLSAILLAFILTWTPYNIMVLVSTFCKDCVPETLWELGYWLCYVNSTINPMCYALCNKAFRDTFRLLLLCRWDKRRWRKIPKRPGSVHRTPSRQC
TAAR1 antagonist = human TAAR1 antagonists, primary screen, Fluo-8 calcium fluorescence, CHO RD-HGA16 cells; antagonist; 1.5% of 360,000 active; inhibition, % at 3 µM; AID 624466, 2012;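 active = inhibition above a per-plate cutoff, the mean inhibition of test compounds on that plate plus 3 SD, cut at about 49% in these data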;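 note: 0% = DMSO plus EC80 beta-PEA response and 100% = DMSO alone without agonist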
Target sequence (Q96RJ0 whole entry, looked up): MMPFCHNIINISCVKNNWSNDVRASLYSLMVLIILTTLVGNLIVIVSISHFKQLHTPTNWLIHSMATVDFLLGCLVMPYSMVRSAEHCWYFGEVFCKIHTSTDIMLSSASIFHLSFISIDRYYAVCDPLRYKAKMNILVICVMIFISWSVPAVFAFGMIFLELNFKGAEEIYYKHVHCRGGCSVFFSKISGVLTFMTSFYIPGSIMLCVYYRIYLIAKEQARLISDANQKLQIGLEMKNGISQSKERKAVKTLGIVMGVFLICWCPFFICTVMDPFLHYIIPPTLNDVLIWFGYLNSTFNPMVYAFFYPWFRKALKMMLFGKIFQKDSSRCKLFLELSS
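Test system – hTAAR1-expressing CHO RD-HGA16 cells, Gα16-coupled · Reagent – β-PEA at EC80 concentration, post-compound challenge · Compound dosing – 3 µM, single point · Timing – 140 s kinetic read after compound, 140 s after agonist · Detection – Fluo-8 intracellular calcium dye fluorescence, real-time kinetic reads · Control set – DMSO and EC80 PEA controls · Repeats – n of 1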
CHO parental Ca = ATP-evoked calcium signal inhibitors, parental CHO, primary screen, counter-screen for OX1R antagonist project, cell-based, fluorescence, Fluo-8 calcium dye; inhibition, % at 5.6 µM; 0.63% of 330,000 active; parental CHO-K1, ATP-induced calcium, Fluo-8 fluorescence;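 active = inhibition above that plate's mean sample inhibition plus 3 SD, cut at about 26% in these data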;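 note: 0% = ATP-challenged DMSO wells and 100% = DMSO wells without ATP; some compounds past the cut are filed as inactive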
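Material: Parental CHO cells | Reagent: ATP | Compound dosing: Single nominal dose of 5.6 µM per compound | Detection: Intracellular calcium via Fluo-8 no-wash fluorescent dye | Read-out: % inhibition of ATP-induced calcium mobilization | Benchmarks: Low control ATP plus DMSO, high control DMSO only | Replicates: Singlicate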
CHRM1 antagonist = human M1 muscarinic receptor antagonists, primary screen, CHO-K1 cells, Fluo-8 calcium fluorescence, 1536-well | CHO-K1 hM1, ACh EC80 antagonist | AID 588852, 2011 | inhibition, % at 3 µM | 1.3% of 360,000 active;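 active = percent inhibition above its own plate's cutoff, namely the mean of that plate's compound wells plus 3 SD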;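 note: peak over basal fluorescence ratio during 140 s after agonist addition; 0% = ACh EC80 plus DMSO and 100% = DMSO alone without agonist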
CHO-K1 Ca PAM = nonselective calcium activators in parental CHO-K1 cells, primary screen, counter-screen for M1 PAM project, cell-based, Fluo-8 calcium fluorescence, full deck, 1536-well; activation, % at 3 µM; 0.02% of 360,000 active; ATP EC20; 0% at ATP EC20, 100% at ATP max;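 active = activation above the run cutoff, the mean activation of all test compounds plus 3 SD, cut at about 40% in these data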;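 note: peak over basal fluorescence ratio in a 140 s read after ATP addition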
TAAR1 ag = human TAAR1 agonists, primary screen, Fluo-8 calcium fluorescence, CHO RD-HGA16 cells | Trace amine-associated receptor 1 (Homo sapiens), Q96RJ0 | AID 624467, 2012 | activation, % at 3 µM | 0.99% of 360,000 active | vehicle wells 0%, saturating PEA agonist 100%;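 active = activation above the mean activation of all test compounds in the run plus 3 SD, cut at about 38% in these data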
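System: CHO-derived RD-HGA16 cells with stable Gα16 and human TAAR1 / Times: 17-24 h plating, Fluo-8 75 min 37 °C, 30 min RT / Technique: calcium-sensitive Fluo-8 signal, excitation 470-495, emission 515-575 nm / Measure: % activation relative to PEA EC100 response / Benchmarks: DMSO and PEA EC100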
CHO-K1 Ca antag = counter-screen for M1 antagonists: effect in parental CHO-K1 cells. 0.6% of 360,000 active. inhibition, % at 3 µM. ATP-induced calcium, Fluo-8 fluorescence;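 active = inhibition above a per-plate cutoff, the plate's mean sample inhibition plus 3 SD, cut at about 24% in these data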;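 note: 0% = DMSO plus EC80 ATP and 100% = DMSO alone without ATP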
M1 PAM = human M1 muscarinic receptor positive allosteric modulators, primary screen, CHO-K1 cells, Fluo-8 calcium fluorescence, 1536-well; Muscarinic acetylcholine receptor M1 (Homo sapiens), P11229; CHO-K1 hM1, ACh EC20; 0% = ACh EC20, 100% = maximal ACh; activation, % at 3 µM; 0.088% of 360,000 active; in the data active = activation above about 19%, passing the limit was not always enough
* = called active by the depositor; / = not tested or not shown.

SMILES	CHO-K1 Ca ag	M1 ag	TAAR1 antagonist	CHO parental Ca	CHRM1 antagonist	CHO-K1 Ca PAM	TAAR1 ag	CHO-K1 Ca antag	M1 PAM
C=CCNC(=O)/C=C/c1cccs1	-0.5	-7.7	8.6	-7.6	4.0	3.3	6.8	-1.5	2.9
CC(C)(C)n1cn[nH]c1=S	0.4	1.9	1.1	-1.9	-21.6	3.7	2.6	-2.2	19.1
CCN(CC)S(=O)(=O)c1cccc(NC(=O)COc2ccc(C#N)cc2OC)c1	7.9	-2.6	4.7	-9.9	-3.9	9.9	10.7	-6.6	1.4
CCn1c(C)nc2cc(C(=O)NNS(=O)(=O)c3ccc(C)c(C)c3)ccc21	0.4	-4.2	/	-4.7	0.3	2.6	/	-5.1	1.6
OC(CNCc1cccs1)c1ccccc1 (stereo not drawn)	0.4	-6.7	/	-9.4	-2.5	5.4	/	-11.0	4.5
COc1ccc(N2CCN(C(CNC(=O)c3ccc4c(c3)OCO4)c3ccco3)CC2)cc1 (stereo not drawn)	8.0	3.5	-3.5	-9.9	-4.8	15.4	8.8	-9.5	5.3
CC1(C)CC(=O)C(N=Nc2c(F)cccc2F)=C(O)C1	0.6	-3.3	2.0	-11.1	-20.4	5.1	0.2	-15.2	8.5
CCC(c1nnc(SCC(=O)Nc2ccc(S(N)(=O)=O)cc2)n1Cc1ccccc1)N(C)C (stereo not drawn)	0.8	-3.1	11.0	-9.9	-5.0	16.8	0.3	-13.0	7.1
COc1cc2nc(C)sc2cc1SC	0.8	-2.3	1.4	-9.8	-18.6	14.0	2.8	-2.0	10.8
O=P(O)(CCc1ccccn1)CN1CCCCC1	0.1	-3.4	-19.0	-4.6	6.0	1.5	1.0	-4.4	-1.2
Cc1noc(C)c1S(=O)(=O)N(C)C[C@H]1OCc2cnnn2CCCC(=O)N([C@H](C)CO)C[C@@H]1C	0.5	-0.7	-20.0	/	-12.7	13.7	1.5	-2.6	3.5
CC12CCC(C(=O)Nc3ccc4c(c3)OCCO4)(OC1=O)C2(C)C (stereo not drawn)	-0.2	-4.0	-6.3	-5.3	-8.3	12.9	1.8	-13.3	4.1
O=C(C#Cc1ccccc1)c1ccccc1	0.7	0.3	1.5	/	8.1	3.4	-0.3	1.0	-4.9
CCN1CCCC1CNCc1ccccc1OCc1ccc(F)cc1 (stereo not drawn)	0.1	-8.7	7.5	-10.8	31.7*	1.0	6.9	-1.1	-19.9
Cc1ccccc1-c1nc(CS(=O)CC(=O)NCCN2CCOCC2)c(C)o1 (stereo not drawn)	1.2	-3.3	-26.3	-6.0	-2.9	12.6	0.1	-0.4	0.6
O=C(COc1ccccc1)Nc1c2c(nn1-c1ccc(F)cc1)CS(=O)C2 (stereo not drawn)	-0.1	-2.5	-13.6	/	10.9	3.7	1.4	9.0	-5.1
Cc1ccc(CC(=O)NCCc2ccc(S(N)(=O)=O)cc2)cc1	1.2	0.1	-12.8	4.2	-14.3	26.8	0.6	-16.6	8.8
CC(C(=O)N1CCCc2c1c(=O)oc1ccc(O)cc21)N1CCc2ccccc2C1 (stereo not drawn)	3.6	-4.3	/	-11.2	-22.8	11.7	/	5.3	-0.5
Cc1cccc(C)c1NC(=O)NC1(C(=O)N2CCCCC2)CCCCC1	9.7	-5.1	-2.9	8.2	-5.4	7.3	-2.7	3.6	3.6
CC1(C)C(=O)C=CC(=O)C(C)(C)C(=O)C=CC(=O)C(C)(C)C2=CC=C(O2)C(C)(C)C(=O)C=CC1=O	2.8	-3.2	7.3	/	-12.3	18.9	0.7	-14.8	10.7

3 entries out of the list above, ordered by their value in TAAR1 antagonist, largest number first.
smiles | TAAR1 antagonist
CCC(c1nnc(SCC(=O)Nc2ccc(S(N)(=O)=O)cc2)n1Cc1ccccc1)N(C)C (stereo not drawn) | 11.0
CC1(C)C(=O)C=CC(=O)C(C)(C)C(=O)C=CC(=O)C(C)(C)C2=CC=C(O2)C(C)(C)C(=O)C=CC1=O | 7.3
Cc1noc(C)c1S(=O)(=O)N(C)C[C@H]1OCc2cnnn2CCCC(=O)N([C@H](C)CO)C[C@@H]1C | -20.0

Back to the main list; the two compounds before the break are reprinted first.
SMILES	CHO-K1 Ca ag	M1 ag	TAAR1 antagonist	CHO parental Ca	CHRM1 antagonist	CHO-K1 Ca PAM	TAAR1 ag	CHO-K1 Ca antag	M1 PAM
Cc1cccc(C)c1NC(=O)NC1(C(=O)N2CCCCC2)CCCCC1	9.7	-5.1	-2.9	8.2	-5.4	7.3	-2.7	3.6	3.6
CC1(C)C(=O)C=CC(=O)C(C)(C)C(=O)C=CC(=O)C(C)(C)C2=CC=C(O2)C(C)(C)C(=O)C=CC1=O	2.8	-3.2	7.3	/	-12.3	18.9	0.7	-14.8	10.7
CCN(CC)S(=O)(=O)c1ccc(C(=O)Oc2ccc3c(c2)OCO3)cc1	0.3	-4.4	-14.9	1.8	3.1	-1.6	0.2	9.4	2.0
Cc1cccc(-c2noc(CCCC(=O)NC3CCCC3)n2)c1	12.7	-0.9	-8.6	-10.1	1.8	15.0	3.2	-12.4	6.7
O=C(CN(CC1CCCO1)C(=O)CNS(=O)(=O)c1ccc(Cl)cc1)NCc1ccco1 (stereo not drawn)	0.3	-4.3	-12.1	9.4	-5.8	11.0	-0.4	-3.5	8.1
FC(F)(F)c1ccccc1/C=N/N1CCN(Cc2ccccc2)CC1	-0.1	-2.0	4.8	-9.8	0.1	10.0	3.6	-10.2	4.1
CCc1c(C)sc(NC(=O)Cn2nc(C(F)(F)F)c3c2CCCC3)c1C#N	-0.2	-6.7	-7.8	-8.8	0.6	7.9	5.5	-7.7	-4.1
Cc1onc(-c2ccccc2)c1C(=O)NC(=S)NNC(=O)c1ccncc1	-0.5	-4.6	-1.6	-7.4	3.0	-3.4	-0.2	4.5	5.9
COc1ccc(S(=O)(=O)Nc2ccccc2OC)cc1C	2.0	-5.9	17.1	-5.3	-2.6	11.5	12.0	-6.1	6.0
Cc1nc(C(F)(F)F)ccc1C(=O)N1CCC1(C)C(=O)NS(=O)(=O)c1cccc(F)c1 (stereo not drawn)	0.3	-1.4	-32.8	/	1.4	-8.5	9.2	5.1	-2.9
Cc1cc(=O)oc2cc(OCC(=O)Nc3ccc(N4CCC(C)CC4)cc3)ccc12	0.0	-4.6	-9.9	-19.2	0.7	-11.3	1.0	-1.0	-2.2
COc1ccc(-c2nc(SCc3ccc(C#N)cc3)[nH]c(=O)c2C#N)cc1	1.5	-1.9	1.7	-9.8	-10.7	14.0	-0.6	-11.2	5.6
CN(C(=O)CC1C(=O)NCCN1Cc1c(F)cccc1Cl)C1CCOCC1 (stereo not drawn)	-0.1	-2.3	-0.8	-13.5	-9.1	-14.0	1.7	-8.8	3.4
O=C(COc1ccc2ccccc2c1)Nc1ccccc1C(=O)O	0.2	-1.1	-39.3	-1.8	-16.6	17.2	-3.1	-5.7	15.5
CCc1ccc([C@H]2[C@@H]3C(=O)C[C@@H]4C(=O)N(C5CCCCC5)C(=O)[C@@H]4[C@@H]3CN2S(=O)(=O)c2ccc(C)cc2)cc1	1.1	-1.6	-54.1	/	4.5	4.5	0.1	2.3	-0.2
O=C(COC(=O)c1cccc2ccccc12)NCCCc1ccccc1	0.0	-4.2	-25.5	-16.2	0.2	11.7	3.4	-0.3	3.0
CN1C[C@@H]2C[C@@H](c3ccc(C#CC(C)(C)O)s3)N3CCC[C@@]23C1=O	0.8	-11.9	-4.6	7.3	-3.0	17.9	2.4	2.5	9.4
CN(C)C=NC(=O)c1ccc([N+](=O)[O-])c(CS(=O)(=O)c2ccc(Cl)cc2)c1	4.0	-0.6	-4.9	-9.4	-5.2	13.7	10.6	-13.4	4.1
O=C(CCC1CCCN(C(=O)c2ccncc2)C1)NCc1ccc(F)c(F)c1 (stereo not drawn)	0.1	-5.8	5.3	3.4	1.8	-3.5	4.2	-1.1	-3.7
Cc1cc2cc(CNC(=S)NC3CCCCC3)ccc2n1C	0.0	-5.9	12.5	-8.1	15.4	8.3	3.5	-6.8	-12.7
O=C(N/N=C/c1ccsc1)c1c[nH]c2ccccc12	0.4	-0.9	-2.9	-5.2	-7.0	11.5	7.2	-16.6	5.9
CCS(=O)(=O)N1CCN(c2ccccn2)CC1	0.6	-5.4	1.1	-5.7	-9.8	7.8	8.9	-2.6	4.9
CC(=O)Nc1cc(Cl)c(N=Cc2ccc(O)cc2O)cc1Cl	3.8	-6.5	-1.0	8.5	2.6	13.2	7.1	1.0	-1.8
CS(=O)(=O)c1ccc(NCC2CCCO2)c([N+](=O)[O-])c1 (stereo not drawn)	0.8	-5.4	-1.6	-3.3	0.7	13.5	-0.3	-17.6	-0.3
CCOC(=O)COc1c(/C=N\OC)cc(Cl)cc1OC	1.0	-9.4	-27.6	-12.7	-3.0	7.1	-0.7	-2.7	6.8
CC(=O)c1cccc(NC(=O)Cn2cnc(S(=O)(=O)N3CCCCC3)c2)c1	1.8	1.5	5.0	-1.5	7.2	-14.7	3.4	13.6	-5.0
Cc1cc(OCCOc2cccc3cccnc23)cc(C)c1Cl	0.3	-2.3	2.3	-30.8	2.1	-5.3	8.7	7.1	-6.3
[O-]/[N+](=N\Nc1ccc(Cl)cc1)c1ccccc1	0.5	0.8	-3.9	/	-12.4	9.3	-0.4	-11.9	14.2
O=S(=O)(NCCc1c[nH]c2ccccc12)c1ccc(F)cc1	2.9	-0.3	-5.9	/	-10.9	1.7	-1.1	-2.1	4.1
COc1ccc(Cl)cc1Nc1nc(C)cc(=O)[nH]1	0.3	-0.4	9.4	4.1	6.3	8.8	0.3	-6.0	-11.3
Cc1cc(OCC(=O)N[C@@H](Cc2c[nH]c3ccccc23)C(=O)O)c2c(C)c(C)c(=O)oc2c1	0.1	-1.2	9.1	1.0	-22.6	17.2	2.7	-1.8	13.2
N=c1c2c(-c3ccccc3)c(-c3ccccc3)n(Cc3ccccc3)c2ncn1CCO	-0.2	-6.2	-14.7	-22.8	3.4	-6.5	59.4*	19.8	-6.3
CCOc1cc2[nH]c(=O)n(CCCC(=O)NCc3ccc(OC)cc3)c(=O)c2cc1OCC	0.2	-4.3	1.2	-1.0	-4.9	4.1	4.7	-3.2	4.5
Cn1cnc(S(=O)(=O)N2CCN(c3ccc(Cl)cc3)CC2)c1	5.6	0.7	-24.5	-9.0	4.6	-8.3	4.9	-4.3	-3.9
O=S(=O)(c1ccccc1)c1nc(-c2cccs2)oc1NCCCn1ccnc1	0.0	-6.1	18.3	-22.0	-14.7	15.6	-2.1	-11.0	3.2
CCC1(c2ccccc2)NC(=O)N(CC(=O)N(CC(=O)Nc2ccccc2C(F)(F)F)Cc2ccco2)C1=O (stereo not drawn)	4.4	18.1*	18.3	-9.1	-16.8	7.8	44.4*	-4.1	3.9

Bioassay records (PubChem BioAssay)
